Mito fusion act = qHTS Assay for Small Molecule Inhibitors of Mitochondrial Division or Activators of Mitochondrial Fusion; S. cerevisiae fusion-defective mutant growth rescue, CellTiterGlo 48 h; Potency, µM (doses to about 46.1 µM), for the others: at the highest dose growth rescue (activation), usual class: activators; 0.23% of 320,000 active; AID 485298, 2010;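 further: potency means the concentration at half of the fitted maximal effect; % of control where 0% means no effect; nearly all actives have a fitted effect of over 45% in size; temperature-sensitive fusion mutants such as fzo1-1 at 37 °C on non-fermentable ethanol glycerol medium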
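Compounds are tested for their ability to restore growth of mitochondrial fusion-defective yeast strains at non-permissive 37C in YPEG medium over 48 hours. Viability is quantified by luciferase luminescence.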
TSG101-PTAP inh = qHTS Assay for Iinhibitors of HIV-1 Budding by Blocking the Interaction of PTAP/TSG101. Fluorescence polarization, FITC-PTAP peptide / Tsg101 binding. Potency, µM (highest dose often 115 µM), for inactives: at the highest dose activity change, negative = inhibition, most hits filed as inhibitors. 340,000 tested, under 10 active; active means well fitted inhibition curve with a large enough effect in the main read-out, with a control signal flat, not every such curve was filed as active; inconclusive means small, poorly fitted or top-dose-only effect, or effect the other way, or a change in a side signal; inactive means no such curve, though single readings can be large or run the other way; further: potency means the concentration at half of the fitted maximal effect; % of control where 0% means no effect
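Steps: Tsg101 binding domain dispensed (10 uM final), compounds pinned in DMSO, FITC-labeled PTAP-motif peptide added (50 nM final); after 20 min binding at room temperature, polarization measured.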
USP2a inh = qHTS Assay for Inhibitors of Ubiquitin-specific Protease USP2a Using CHOP2 as the Reporter; USP2 core, Ub-CHOP2 coupled fluorogenic reporter, 485/531; Potency, µM (doses to about 38.3 µM), without a hit: top-dose activity change, negative = inhibition, most hits filed as inhibitors; 0.01% of 330,000 active; AID 463254, 2010;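 further: potency means the concentration at half of the fitted maximal effect; plate controls were DMSO wells for no effect and full inhibition by NEM control for full effect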
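Cell-free coupled assay: 10nM USP2 core preincubated 30min RT with compound in Tris-HCl pH 8.0/CaCl2/CHAPS buffer, then 25nM Ub-CHOP2 and 25nM reporter substrate; fluorescence (Ex 485/Em 531) read after 60min RT, normalized to NEM inhibition, concentration-response curves fitted.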
ELG1 DNA repair = qHTS screen for small molecules that inhibit ELG1-dependent DNA repair in human embryonic kidney (HEK293T) cells expressing luciferase-tagged ELG1; HEK293T ELG1-luciferase reporter, luminescence, 16 h; DNA damage induced by 5-fluorouridine; Potency, µM (series often up to 46.1 µM), without a hit: top-dose activity change, negative = inhibition, most hits filed as inhibitors; 2.3% of 330,000 active; further: potency means the concentration at half of the fitted maximal effect; on the % scale 0 is the no-effect control and ±100 the full control effect; nearly all actives have a fitted effect of over 55% in size
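Overnight (16 hr) co-exposure of 2,000 cells/well to 5-fluorouridine and compound at 37 °C preceded detection. Luciferase was quantified via ONE-Glo luminescence; loss of signal denotes inhibition.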
TCR activator = Activators of T cell receptors: qHTS campaign; Potency, µM (highest dose often 9.22 µM), inactives show at the highest dose activation of IL-2 secretion, hits mostly activators; 330,000 tested, under 10 active; AID 504894, 2011; primary human leukocytes, anti-CD3, IL-2 HTRF, 48 h; further: % of control where 0% means no effect
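Primary human leukocytes incubated 48 hr with anti-CD3 beads plus compound, without co-stimulation. Secreted IL-2 measured by HTRF (europium cryptate/d2 anti-IL-2 pair, 320 nm excitation, 665 nm emission).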
Tb PFK inh = qHTS Assay to Find Inhibitors of T. brucei phosphofructokinase. ATP-dependent 6-phosphofructokinase (Trypanosoma brucei brucei), O15648. T. brucei PFK, ADP-Glo luminescence. Potency, µM (series often up to 57.5 µM), for the others: at the top dose activity, negative = inhibition, actives largely listed as inhibitors. 0.17% of 330,000 active;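 further: potency means the concentration at half of the fitted maximal effect; 0% = uninhibited 1x PFK enzyme wells and -100% = no-enzyme wells; nearly all actives have a fitted effect of over 60% in size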
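ADP-Glo luminescence quantified ADP after 45 min at room temperature, with 1.25 nM T. brucei PFK, 0.1 mM ATP and 0.5 mM fructose-6-phosphate in pH 8.0 TEA buffer. qHTS titrations up to 57 µM; curves classified by quality.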
TSHR antag = Antagonists of the Thyroid Stimulating Hormone Receptor: HTS campaign | TSHR-expressing cells, TSH-stimulated cAMP HTRF, 2 h; stronger effect = lower value | 0.2% of 330,000 active | AID 504810, 2011 | activity change, negative = inhibition, % at 11.5 µM | Thyrotropin receptor (Homo sapiens), P16473;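 active means activity change below a set negative limit, meaning inhibition stronger than a set level, cut at about -70% in these data; inconclusive means activity change between two set negative limits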; further: on the % scale 0 is the no-effect control and ±100 the full control effect
Target sequence (P16473 whole entry, looked up): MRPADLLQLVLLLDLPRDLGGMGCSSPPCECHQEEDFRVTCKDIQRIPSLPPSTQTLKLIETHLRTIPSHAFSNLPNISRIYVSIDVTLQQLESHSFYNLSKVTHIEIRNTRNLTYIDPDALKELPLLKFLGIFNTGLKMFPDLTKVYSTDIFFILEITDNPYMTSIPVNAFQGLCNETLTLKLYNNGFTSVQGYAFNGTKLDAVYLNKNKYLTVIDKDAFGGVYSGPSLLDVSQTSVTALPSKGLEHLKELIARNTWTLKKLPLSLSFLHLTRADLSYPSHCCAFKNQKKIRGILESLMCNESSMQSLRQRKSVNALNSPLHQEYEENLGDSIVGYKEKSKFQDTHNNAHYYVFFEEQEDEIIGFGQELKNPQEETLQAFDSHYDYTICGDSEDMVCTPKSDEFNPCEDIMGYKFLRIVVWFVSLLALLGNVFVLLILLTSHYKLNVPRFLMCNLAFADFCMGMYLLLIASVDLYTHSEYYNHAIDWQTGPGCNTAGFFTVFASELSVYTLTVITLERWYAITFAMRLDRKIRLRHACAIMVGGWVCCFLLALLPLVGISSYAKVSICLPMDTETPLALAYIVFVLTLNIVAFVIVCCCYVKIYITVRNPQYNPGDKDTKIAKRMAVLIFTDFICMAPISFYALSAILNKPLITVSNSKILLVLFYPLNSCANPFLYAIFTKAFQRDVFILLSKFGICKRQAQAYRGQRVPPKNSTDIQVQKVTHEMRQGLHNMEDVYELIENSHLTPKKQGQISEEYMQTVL
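Freshly harvested TSHR cells receive pin-tooled compound, then EC80 TSH at 4nM final. After 2 hours at 37 deg C, antibody in lysis buffer and cAMP-d2 are added; 30 minutes at ambient temperature precede the HTRF read.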
Eya2 inh = qHTS Assay for Inhibitors of the Phosphatase Activity of Eya2; 0.006% of 330,000 active; Potency, µM (highest dose often 76.9 µM), for the others: top-dose activity, negative = inhibition, usual class: inhibitors; Protein phosphatase EYA2 (Homo sapiens), O00167; recombinant Eya2, OMFP fluorescence dephosphorylation (OMFP is methylfluorescein phosphate); further: potency means the concentration at half of the fitted maximal effect; on the % scale 0 is the no-effect control and ±100 the full control effect
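Eya2 protein (added as 0.2 uM solution) was preincubated with compound for 10 min at ambient temperature in 50 mM HEPES pH 7.5, 50 mM NaCl, 5 uM MgCl2, 0.05% BSA, 1 mM DTT. OMFP (added at 50 uM) then reacted 10 min; fluorescence read at 485/525 nm.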
uPA generation = qHTS for Inhibitors of Cell Surface uPA Generation; Potency, µM (top dose mostly 38.3 µM), inactives show at the top dose activity change, negative = inhibition, usual class: inhibitors; 0.31% of 330,000 active; cell surface uPA generation assay, qHTS; active means well fitted inhibition curve with a large enough effect; inconclusive means small, poorly fitted or top-dose-only effect; inactive means no such curve, though single readings can be large or run the other way; tested in mouse RAW 264.7 cells; further: potency means the concentration at half of the fitted maximal effect; on the % scale 0 is the no-effect control and ±100 the full control effect; nearly all actives have a fitted effect of over 55% in size
B2AR arrestin = qHTS assay of beta-arrestin-biased ligands of beta2-adrenergic receptor | beta-arrestin recruitment to beta2AR, cell-based reporter | Potency, µM (doses to about 46.1 µM), inactives show at the top dose activation, usual class: activators | 0.02% of 330,000 active;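 further: potency means the concentration at half of the fitted maximal effect; 0% = DMSO controls and full agonism = EC100 isoproterenol or metaproterenol; nearly all actives have a fitted effect of over 65% in size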
BCR signal inh = qHTS Assay to Find Inhibitors of Chronic Active B-Cell Receptor Signaling; AID 493014, 2011; Potency, µM (top dose mostly 46.1 µM), inactives show at the highest dose ratio change, negative = lower green/red ratio, most hits filed as inhibitors; ABC-DLBCL IkBa-CBG/CBR reporter, luminescence ratio, 4 h; 0.05% of 340,000 active; active means well fitted inhibition curve with a large enough effect in the signal ratio, with a control signal flat, not every such curve was filed as active; inconclusive means small, poorly fitted or top-dose-only effect, or effect the other way, or a change in a side signal; the % refers to the signal ratio;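 further: potency means the concentration at half of the fitted maximal effect; plate controls were basal doxycycline-induced cells for no effect and cells given 10 µM MG132 for full effect; MG132 reads +100%, hits lower the ratio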
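Concentration-response series (up to 46 uM) were applied to TMD8 dual-reporter cells for 4 h at 37C with doxycycline. Green/red ratio, after filter-overlap correction, defined %Activity; red signal alone was normalised to basal cells and zero luminescence.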
Starred values were filed as active, the others as inactive; ? = inconclusive; / = not tested or not shown; & = joins results of further samples; [ ] = dose if it differs, or a comment. Unless noted, the call rests on the fitted dose curve; in most records, active means well fitted curve in the direction sought with a large enough effect; inconclusive means small, poorly fitted or top-dose-only effect, or another doubt; inactive means no such curve, though single readings can be large; an effect the other way counts as inactive or inconclusive.

SMILES	Mito fusion act	TSG101-PTAP inh	USP2a inh	ELG1 DNA repair	TCR activator	Tb PFK inh	TSHR antag	Eya2 inh	uPA generation	B2AR arrestin	BCR signal inh
O=C(OC(C(=O)Nc1ccc(Cl)cc1C(F)(F)F)c1ccccc1)C1=COCCO1 (stereo unspecified)	7%	1%	-1%	-1%	3%[46.1 µM]	-2%	1	-18%	2%	0.4%	-6%
c1ccc(CCC2CCCCN2Cc2nc(-c3ccc4c(c3)OCO4)no2)nc1 (stereo unspecified)	1%	0%	-2%	?	1%	4%	-8	-14%	2%	-0.2%	?
CC(OC(=O)c1ncc(Cl)c(Cl)c1Cl)C(=O)NC1CCCCC1C (stereo unspecified)	0%	0%	0%	13%	4%	0%	-3	24%	4%	-0.5%	9%
COc1cc(C)c(Cl)c(C)c1S(=O)(=O)NC1CC(C)(C)NC(C)(C)C1	3%	2%	0%	1%	0%	0%	1	3%	?	-0.2%	2%
O=C(CC(c1ccccc1)c1ccccc1O)NCc1ccccc1Cl (stereo unspecified)	?	-6%	1%	-17%	4%	-3%	-13	-2%	4%	-0.2%	?
Oc1ccc(-c2nc3ccccc3s2)cc1	7%	0%	1%	?	-4%	-8%	0	13%	6.3µM*	0.5%	?
COC(=O)[C@@]1(C)[C@H]2C(=O)N(C)C(=O)[C@H]2[C@H]2CN=C(SCC(=O)c3ccccc3)N21	/	-2%	3%	?	7%[46.1 µM]	-3%	11	-5%	-7%	0.6%	-5%
CCC(=O)N1CCC(c2ccc(OC)cc2)=N1	?	-4%	3%	?	2%[46.1 µM]	0%	10	3%	3%	-0.5%	?
Cc1nn(C)c(C)c1CCC(=O)N1CCCC(Nc2ccc(C(C)C)cc2)C1 (stereo unspecified)	11%	-6%	0%	-23%	-4%	-3%	13	17%	-2%	0.4%	-14%
CC1CCCCC1NC(=S)NC(=O)c1ccccc1Cl (stereo unspecified)	/	-4%	0%	?	8%	-3%	/	7%	4%	-0.3%	2%
CC1(C(=O)NC(=S)N(CCC#N)c2ccccc2)CC1(Cl)Cl (stereo unspecified)	-3%	-6%	0%	?	-2%	-1%	12	-5%	-1%	0.1%	-16%
CC(=O)C1=C(C)Nc2ncnn2C1c1ccc(Br)cc1 (stereo unspecified)	10%	1%	2%	12%	-1%	1%	0	3%	5%	-1.1%	-1%
COc1ccc(CN2CCSCC2)c(C)c1C	1%	-11%	-1%	-5%	/	-2%	8	5%	4%	-1.0%	1%
CCn1c(NCc2cccc(OC)c2OC)nc2ccccc21	-1%	-1%	2%	?	3%[46.1 µM]	-1%	-1	-5%	-1%	0.2%	3%
N#Cc1c(-c2ccncc2)cc(-c2ccc(F)cc2)nc1N	9%	-2%	1%	10%	-3%	-4%	0	10%	-10%	0.3%	4%
COc1ccc(SC[C@H](C)CN2CC[C@H](C)CCC2=O)cc1	16%	-6%	-1%	-12%	6%	-2%	-20	-11%	-10%	-0.1%	4%
Cc1ccc(Oc2ccc(S(=O)(=O)N3CCOCC3)cc2C(N)=O)c(-n2nc3ccccc3n2)c1	2%	-6%	3%	?	-2%	-2%	-4	-33%	-18%	-0.6%	?
Fc1cccc(CSc2nc3ncc(Cl)cc3[nH]2)c1	?	0%	-3%	0%	5%	-12%	19	10%	0%	-0.6%	-4%
COc1ccccc1-n1cnc2cc(NS(=O)(=O)c3ccccc3)ccc21	9%	-6%	-4%	?	4%	-3%	-9	-1%	4%	-0.9%	?
CC(C)=CCSc1nnc([C@@H](NC(=O)OC(C)(C)C)C(C)C)o1	-2%	-13%	-1%	?	7%	-2%	-13	-9%	-3%	0.2%	0%
CC1CCN(C(=O)CN(Cc2ccccc2)S(C)(=O)=O)CC1	1%	-9%	-6%	5%	3%	0%	-4	-18%	-2%	-1.1%	0%
COc1ccc(C)cc1NC(=O)c1nn(C)c(C(=O)Nc2cc(C)ccc2OC)c1[N+](=O)[O-]	-5%	-2%	-2%	?	-4%	1%	-4	4%	-16%	0.0%	?
CCOC(=O)CC(=O)Nc1cc(Cl)ccc1O	-5%	-1%	3%	6%	0%	0%	2	2%	-6%	0.1%	-3%
CSc1nc(SCC(N)=O)c2c3c(sc2n1)CN(C)CC3	-7%	-3%	-1%	-16%	0%	-14%	10	-2%	-5%	0.2%	-5%
O=C(Cn1cnc2c(nnn2Cc2ccc(Cl)cc2)c1=O)OCc1ccccc1	-4%	2%	4%	0%	3%[46.1 µM]	-1%	-22	-21%	4%	-0.5%	-1%
O=C(COc1ccccc1)NCC(c1ccco1)N1CCN(c2ccccc2F)CC1 (stereo unspecified)	14%	0%	-1%	-26%	3%	1%	-2	-3%	?	-0.1%	-10%
O=C(CSCCO)Nc1cccc([N+](=O)[O-])c1	0%	-1%	2%	?	-9%[46.1 µM]	-2%	4	-1%	-1%	0.0%	-5%
Nc1nc(-c2ccc(Cl)cc2)nn1C(=O)c1cccnc1	18%	-6%	2%	?	/	6%	-4	22%	/	0.0%	-4%
OC(CN1CCN(c2cccc(Cl)c2)CC1)C(c1ccccc1)c1ccccc1 (stereo unspecified)	17%&-1%	?	-3%	6%	-12%	-12%	-12&-6	-7%&4%	9%	0.1%	29%
COc1cccc(OC)c1C(=O)OCC(=O)NC1CCCCCC1	20%	-3%	-2%	-14%	/	?	13	1%	6%	3.4%	?
O=C(CSc1nnnn1-c1ccc2c(c1)OCCO2)OC1CCCCC1	-5%	-9%	-3%	2%	2%	1%	-9	-28%	-3%	-0.2%	3%
CC1(C)CC(=O)C(C=NCCN2CCN(C3CC(=O)N(c4cccc(Br)c4)C3=O)CC2)=C(O)C1 (stereo unspecified)	-18%	0%	0%	-11%	-1%	9%	4	-30%	4%	0.0%	2%
O=C(Nc1ccc(OCc2ccccc2)cc1)c1cccs1	0%	-6%	2%	?	6%	1%	-38	-5%	-20%	0.3%	?
Cn1c(=O)c(-c2ccccc2)c(O)c2ccccc21	-2%	-4%	0%	0%	1%	1%	3	10%	12%	-0.4%	-13%
CC1CCCCN1S(=O)(=O)c1cccc(S(=O)(=O)N2CCOCC2)c1 (stereo unspecified)	-3%	-7%	-12%	7%	-1%	1%	-1	10%	-3%	-0.4%	1%
CCc1nnc(NS(=O)(=O)c2ccc(NCc3cc(Cl)ccc3O)cc2)s1	-5%	-5%	0%	18%	-4%	-27%	-6	-2%	5%	-0.6%	-15%
Cc1ccc(Cl)cc1NC(=O)CC1NC2CCCCC2NC1=O (stereo unspecified)	-3%	-1%	0%	0%	2%	1%	3	4%	-9%	0.5%	1%
COc1cccc(CCNC(=O)c2ccc(C#N)cc2)c1	6%	0%	1%	?	-6%	4%	-11	-2%	0%	0.0%	?
Cc1ccc(S(=O)(=O)NN=Cc2ccc(N3CCOCC3)cc2)cc1[N+](=O)[O-]	/	-5%	3%	-6%	7%	0%	0	1%	12%	3.8%	0%
Cc1ccc(C(=O)N2CCN(C34CC5CC(CC(C5)C3)C4)CC2)o1	0%	1%	0%	-11%	9%	?	5	21%	-20%	-0.3%	-1%
Cc1ccc2c(c1)N(CC(=O)N1CCN(c3ccccc3)CC1)C(=O)C(C)O2 (stereo unspecified)	15%	0%	2%	3%	-3%	2%	-19	1%	-3%	-0.7%	1%
CCOc1ccc(C(=O)c2ccc([N+](=O)[O-])cc2Cl)cc1	5%	-2%	1%	13%	-3%	-1%	-1	?	0%	0.0%	0%

Screening results deposited in PubChem BioAssay by National Center for Advancing Translational Sciences (NCATS).
